Source: PubChem BioAssay
HIV RNase H inh: HIV-1 RT RNase H inhibitors, primary screen, biochemical, fluorescence; 1.9% of 65,000 active; RT-RNase H RNA/DNA duplex cleavage; inhibition, % at 10 µM; Gag-Pol polyprotein (Human immunodeficiency virus type 1 group M subtype B (isolate …; AID 565, 2006; in the data active = inhibition above about 50%
RmlC RmlD mix: RmlC and RmlD coupled enzyme inhibitors, primary screen, biochemical, 384-well, compound mixtures, retest | RmlC/RmlD coupled enzyme inhibition, 384-well mixture HTS | inhibition, % at 5.5 µM | 0.39% of 110,000 active; in the data active = inhibition above about 30%, passing the limit was not always enough; also: strong numbers were not always called active
Numbers without * were called inactive; x = not tested or not shown. The list is partial; count on the stated rates, not on these rows.

SMILES	HIV RNase H inh	RmlC RmlD mix
CCc1nc(N)c(C#N)c(-c2ccc(O)c(OC)c2)c1C	-17.8	-0.9
COc1ccc(CCNC2CC(C)N(C)CC2C)cc1OC (centres undefined)	-7.2	-6.4
CC1(C)CC(=O)N(CC(=O)NCc2ccc(F)cc2)c2ccccc2S1(=O)=O	1.8	10.2
COc1ccc(C)cc1NC(=O)CN1C(=O)c2cccc3cccc1c23	x	55.2
COc1ccc(C(=O)NC(=O)COC(=O)C2COc3ccccc3O2)cc1 (centres undefined)	x	-9.8
CC(C)Nc1ccc(C(CC(N)=O)NC(=O)c2ccc(Br)cc2)cc1[N+](=O)[O-] (centres undefined)	x	5.8
Cc1ccc(CNc2cnccn2)cc1	x	17.4
Cc1cc2nnn(-c3nnc(-c4ccccc4)c4ccccc34)c2cc1C	x	1.9
O=C(NC1CC1)C1=C[C@H](c2csc3ccccc23)C[C@H](OCCCCO)O1	x	-16.3
O=S(=O)(c1ccccc1C(F)(F)F)N1CCC(n2cnc3ccccc32)CC1	x	-12.4
N#CC(C(=O)C1CCCCC1)c1nc2ccccc2[nH]1 (centres undefined)	3.5	-3.5
O=C(C#Cc1cccc([N+](=O)[O-])c1)c1ccccc1	x	-2.2
O=C(NCc1ccc(F)cc1)c1cnc2sccn2c1=O	0.5	14.7
Cc1cc(C2C(=O)C(C(=O)c3ccc(Cl)cc3)C(=O)CC2(C)C)on1 (centres undefined)	-13.1	-6.9
CC1(C)NC(=O)N(CCCCOc2cccc(C(F)(F)F)c2)C1=O	-2.6	7.4
Cc1cc(S(=O)(=O)Nc2c(C(=O)O)[nH]c3ccccc23)ccc1F	-27.8	-6.1
O=C(Nc1ccon1)C1CCN(S(=O)(=O)c2cccs2)CC1	-10.1	6.7
Cc1oc2c(CN3CCCC3)c(O)ccc2c(=O)c1Oc1ccccc1Br	-2.6	63.7*
Clc1ccccc1CSc1nnc(-c2cccnc2)n1Cc1ccco1	-64.9	4.0
COc1ccc(-c2nc(CSCC(=O)N3CCN(C)CC3)c(C)o2)cc1OC	x	13.1
O=C(CCSc1nnc2scc(-c3ccccc3)n12)Nc1nc(-c2ccccc2)ns1	7.2	-10.8
COC(=O)c1sccc1NC(=O)c1ccc(C)o1	x	-13.9
CCOC(=O)C1=C(C)NC(=O)NC1c1ccc(NC(C)=O)cc1 (centres undefined)	-4.4	-1.7
O=C(O)C1=C[C@@H](c2coc3ccccc3c2=O)C[C@@H](OCCCCO)O1	x	8.0
CCOc1cc(CNc2ccc3c(c2)CCC3)ccc1O	x	-10.0
Further compounds follow:
SMILES	HIV RNase H inh	RmlC RmlD mix
CCC(=O)Nc1nnc(Sc2ccc(N(C)C)cc2)s1	3.6	x
COc1ccc(OC)c(C2CC(=O)c3c([nH]c(C(=O)OCC4CCCO4)c3C)C2)c1 (centres undefined)	-2.2	6.3
CCCN1CN(Cc2ccccc2)CC2=C1CC(C)(C)CC2=O	0.1	101.5
CC(C)C(=O)NC(C)C(c1cccs1)N1CCN(C)CC1 (centres undefined)	-11.7	-8.9
CCCn1c(C)cc(-c2csc(N)n2)c1C	x	2.5
O=C(COC(=O)CCc1c[nH]c(=O)[nH]1)Nc1ccccc1Cl	-4.0	0.1
CC(=O)c1cc2c(cc1NC(=O)c1cc(C)nn1-c1ccccc1)OCO2	-14.3	x
CCOC(=O)COc1ccc(S(=O)(=O)NCC2CCCO2)cc1 (centres undefined)	x	-12.4
O=S(=O)(c1ccc(F)cc1)N1CCn2c(nc3ccccc32)C1	x	6.3
COc1ccc(-c2cc(=O)[nH][nH]2)cc1	x	6.6
CC(=O)NC1N=C(C)N(c2ccccc2)C1=O (centres undefined)	5.2	12.8
CCCCn1c(C)nc2c(=O)n(C)c(=O)[nH]c21	-10.3	4.8
COc1ccc(C2CC(=O)C(C=NCCN3CCN(C(C)=O)CC3)=C(O)C2)cc1OC (centres undefined)	-0.8	x
CC1(C)N=C(SCC(=O)Nc2ccc(Cl)cc2)C(c2ccc(Cl)cc2)=N1	x	-12.0
CCn1c(SC)nnc1C1CCN(S(=O)(=O)c2ccc(OC)cc2)CC1	x	-23.9
CCC(CC)c1nnc(NS(=O)(=O)Cc2ccccc2)s1	14.0	4.3
O=C(Nc1nnc(Cc2ccccc2)s1)c1ccco1	x	3.0
CCC(=NC1CCN(Cc2ccccc2)CC1)c1c(O)[nH]c(=O)[nH]c1=O	5.8	0.5
O=c1cc(CSc2ccc(S(=O)(=O)N3CCCCC3)cn2)nc2sccn12	-10.9	13.2
COc1ccc(Cc2noc(-c3ccc(C)cc3)n2)cc1	-28.8	4.1
COC1(OC)N=C(N)C2(C#N)C(c3ccc(F)cc3)C12C#N (centres undefined)	34.1	-2.8
Cc1ccc(CNc2ccc(N3CCOCC3)c(C(=O)O)c2)s1	-4.8	-6.9
Cc1ccc(CN(Cc2cc3cc(C)ccc3[nH]c2=O)C(=O)N2CCOCC2)cc1	9.1	8.8
CCCCNS(=O)(=O)C1CCS(=O)(=O)C1 (centres undefined)	x	-8.4
Cn1nnnc1SCC(=O)Nc1ccccc1C(=O)NC1CC1	x	-6.8

Random excerpt: 2 entries already listed.
SMILES	HIV RNase H inh	RmlC RmlD mix
CC1(C)N=C(SCC(=O)Nc2ccc(Cl)cc2)C(c2ccc(Cl)cc2)=N1	x	-12.0
CC(C)C(=O)NC(C)C(c1cccs1)N1CCN(C)CC1 (centres undefined)	-11.7	-8.9

Structures above with four or more nitrogen atoms (11):
SMILES	HIV RNase H inh	RmlC RmlD mix
CC(C)Nc1ccc(C(CC(N)=O)NC(=O)c2ccc(Br)cc2)cc1[N+](=O)[O-] (centres undefined)	x	5.8
Cc1cc2nnn(-c3nnc(-c4ccccc4)c4ccccc34)c2cc1C	x	1.9
Clc1ccccc1CSc1nnc(-c2cccnc2)n1Cc1ccco1	-64.9	4.0
O=C(CCSc1nnc2scc(-c3ccccc3)n12)Nc1nc(-c2ccccc2)ns1	7.2	-10.8
CCC(=O)Nc1nnc(Sc2ccc(N(C)C)cc2)s1	3.6	x
CCCCn1c(C)nc2c(=O)n(C)c(=O)[nH]c21	-10.3	4.8
CCn1c(SC)nnc1C1CCN(S(=O)(=O)c2ccc(OC)cc2)CC1	x	-23.9
CCC(=NC1CCN(Cc2ccccc2)CC1)c1c(O)[nH]c(=O)[nH]c1=O	5.8	0.5
O=c1cc(CSc2ccc(S(=O)(=O)N3CCCCC3)cn2)nc2sccn12	-10.9	13.2
COC1(OC)N=C(N)C2(C#N)C(c3ccc(F)cc3)C12C#N (centres undefined)	34.1	-2.8
Cn1nnnc1SCC(=O)Nc1ccccc1C(=O)NC1CC1	x	-6.8

Whole records as entered above. Values in the order: HIV RNase H inh	RmlC RmlD mix
CCCn1c(C)cc(-c2csc(N)n2)c1C across the screens: x	2.5
O=C(COC(=O)CCc1c[nH]c(=O)[nH]1)Nc1ccccc1Cl across the screens: -4.0	0.1

(listing goes on)
SMILES	HIV RNase H inh	RmlC RmlD mix
CC(C)CC(=O)Nc1cccc(-c2csc(-c3ccccc3)n2)c1	x	6.1
COc1cc(C(c2nnnn2C2CCCC2)N2CCN(C)CC2)cc(OC)c1OC (centres undefined)	-2.9	-12.0
O=C(Nc1ccccc1Oc1ccccc1)c1cnccn1	-39.5	-4.7
O=c1nc(N2CCOCC2)nc2n1CCO2	-3.5	1.4
CC(C)(C)NS(=O)(=O)c1ccc2c(c1)oc(=O)c1cc(S(=O)(=O)NC(C)(C)C)ccc12	x	-14.1
CC(=O)c1ccc(N(C(=O)Cn2nnc3ccccc32)C(C(=O)NC2CCCCC2)c2cn(C)nc2C)cc1 (centres undefined)	x	1.8
NC(=O)C1=C[C@@H](c2ccccc2)C[C@@H](OCc2ccc(CO)cc2)O1	x	-12.6
COc1ccc(S(=O)(=O)N2CCn3c2nc2ccccc23)cc1	-8.6	10.9
CC(C)(C)NC(=O)c1cc(NC(=O)c2ccco2)cc(NC(=O)c2ccco2)c1	-4.7	-5.9
C#CCSc1nsc(SCC#C)c1C#N	-13.0	10.2
O=C(CSc1nnc2ccccn12)N1CCOCC1	-13.3	-14.9
N#C/C(=C(/O)COC(=O)c1ccc2c(c1)OCCO2)c1nc2ccccc2[nH]1	20.5	-11.6
O=c1[nH][nH]c(-c2ccccc2)c1C=Nc1cccc(Cl)c1	x	-3.1
CCCCCC(=O)Nc1nc(C)c(-c2csc(Nc3cc(Cl)ccc3C)n2)s1	x	3.9
Cc1cc(C)c(S(=O)(=O)N(C)CC(=O)NC2CCCC2)c(C)c1	-1.1	-11.9
CCC(C)[C@H](N)c1cn([C@@H](Cc2cc3ccccc3[nH]2)C(=O)N2CCNCC2)nn1 (some centres undefined)	x	9.3
Cc1nnc2n(Cc3ccccc3)c(=O)c3c4c(sc3n12)CCCC4	6.0	x
Cc1c(NC(=O)C(C)OC(=O)c2cc3c4ccccc4n(C)c3s2)c(=O)n(-c2ccccc2)n1C (centres undefined)	-10.8	0.6
COc1ccc(OC)c(NC(=O)C2COc3ccccc3O2)c1 (centres undefined)	-68.0	-6.7
CC(=O)Nc1ccc(S(=O)(=O)Oc2cccc(N3C(=O)C4CC=CCC4C3=O)c2)cc1 (centres undefined)	x	-4.1
Cn1c(=O)oc2cc(S(=O)(=O)N3CCN(c4ccccn4)CC3)ccc21	16.5	4.4
CCOC(=O)c1cccc(NC(=O)CSc2nnc(COc3ccccc3C)o2)c1	9.7	6.9
COc1ccc(N(CC(=O)N2CCCCC2)S(=O)(=O)c2c(C)nn(C)c2C)cc1	41.0	2.5
O=C(c1ccco1)N1CCN(Cc2ccccc2C(F)(F)F)CC1	21.4	x
CC(C)C1CC(c2csc(N)n2)CCO1 (centres undefined)	-1.3	6.9
(cont.)
SMILES	HIV RNase H inh	RmlC RmlD mix
CC1CCC2(CC1)NC(CO)(CO)CO2 (centres undefined)	x	-4.8
O=c1[nH]c(CN2CCN(c3ccc(F)cc3)CC2)nc2ccccc12	x	3.7
COC/C=C/C1=CC2=CC(=O)C(C)(OC(=O)c3cnc4ccccc4n3)C(=O)C2=CN1Cc1ccccc1 (centres undefined)	x	5.5
COc1cc(Cn2c(C(=O)O)cc3sccc32)cc(OC)c1OC	-6.4	x
CCCCC[C@H](O)/C=C/[C@@H]1[C@@H](C/C=C\CCCC(=O)OC)[C@@H](O)C[C@H]1O	x	7.4
Cn1c(SCC(=O)NCCc2ccccc2)nnc1-c1ccco1	x	4.8
O=C(CC1CCCCC1)N1CCCC(c2nc(-c3ccc(S(=O)(=O)N4CCCC4)cc3)no2)C1 (centres undefined)	x	5.9
CC(=O)c1ccc(N2CCN(C(=O)CCCn3c(=S)[nH]c4cc5c(cc4c3=O)OCO5)CC2)cc1	0.2	-6.4
O=C(CN1CCN(c2ccccn2)CC1)Nc1cc(C(F)(F)F)ccc1Cl	-12.1	9.9
N#Cc1c(N)n(CCNC(=O)c2ccc(Cl)cc2)c2nc3ccccc3nc12	x	43.1
Cc1ccc(NC(=O)CCC(=O)NNC(=O)c2ccco2)c(C)c1	x	-23.5
COC(=O)c1ccccc1NC(=O)NCc1ccco1	-21.9	-27.1
CC1(C)NC(=O)N(CCCCOc2ccc(Br)cc2Cl)C1=O	x	3.2
CCn1c(SCc2cccnc2)nnc1-c1c[nH]c2ccccc12	-5.2	5.1
CCOc1ccc(NC(=O)CSc2nnc(-c3ccccn3)n2N)cc1	0.2	5.1
Cc1c(C(=O)N2CCOCC2)sc(NC(=O)c2ccc3c(c2)OCO3)c1C#N	4.2	-6.3
COc1cccc(-c2csc(N3CCN(C(=S)Nc4cccc(Cl)c4)CC3)n2)c1	x	3.7
CCc1ccc(NC(=O)CSc2nc3cc(C(=O)OC)ccc3c(=O)n2CC2CCCO2)cc1 (centres undefined)	x	-7.1
COCCOC(=O)C1=C(C)NC(=O)NC1c1c(OC)ncnc1OC (centres undefined)	-52.5	-0.3
CCn1c(SCC(=O)Nc2cc(C)on2)nnc1-c1ccc(S(=O)(=O)N2CCCC2)cc1	-8.8	-84.8
O=c1[nH]c2ccc(S(=O)(=O)N3CCCCC3)cc2o1	x	-0.6
CCC(SC1=Nc2ccccc2C2=NC(CC(C)C)C(=O)N12)C(=O)Nc1ccc2c(c1)OCO2 (centres undefined)	26.2	-9.4
CC(C)NS(=O)(=O)c1ccc(OCC(=O)N2CCN(Cc3ccccc3)CC2)cc1	-20.0	11.4
O=C(NC1=NCCS1)c1ccc(Cl)c(S(=O)(=O)N2CCCCC2)c1	x	2.7
O=C(Cc1ccc(NS(=O)(=O)c2ccc(F)cc2)cc1)NCc1ccccc1	x	6.1

Another view of part of the listing above:
Sequence of screens – HIV RNase H inh	RmlC RmlD mix
> CC(C)CC(=O)Nc1cccc(-c2csc(-c3ccccc3)n2)c1
 : x	6.1
> COc1cc(C(c2nnnn2C2CCCC2)N2CCN(C)CC2)cc(OC)c1OC (centres undefined)
 : -2.9	-12.0
> O=C(Nc1ccccc1Oc1ccccc1)c1cnccn1
 : -39.5	-4.7
> O=c1nc(N2CCOCC2)nc2n1CCO2
 : -3.5	1.4
> CC(C)(C)NS(=O)(=O)c1ccc2c(c1)oc(=O)c1cc(S(=O)(=O)NC(C)(C)C)ccc12
 : x	-14.1
